KLF5 inhibitor = kruppel-like factor 5 inhibition; 290,000 compounds, 0.23% hits; inhibition, % at 5 µM; AID 1700; DLD-1 KLF5 promoter-luciferase reporter, luminescence;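 active = inhibition above a per-plate limit of that plate's mean compound inhibition plus 3 SD, cut at about 60% in these data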;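 also: 0% = DMSO wells and 100% = LY294002 at 200 µM; higher means less KLF5 promoter-driven luciferase light; inactives centre near -14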
GSK3B inh = inhibitors of human GSK3beta kinase. P49841. activity score (negative = inhibition), % at 10 µM. GST-GSK3beta kinase, ADP-Glo luminescence, 60 min; hits give low values. 300,000 compounds, 0.038% hits;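 active = more than half of replicate wells score below -50%, meaning over 50% inhibition versus plate controls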;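 also: 0% = median DMSO wells and -100% = median GW8510 positive control wells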
Target sequence (P49841 whole entry, looked up): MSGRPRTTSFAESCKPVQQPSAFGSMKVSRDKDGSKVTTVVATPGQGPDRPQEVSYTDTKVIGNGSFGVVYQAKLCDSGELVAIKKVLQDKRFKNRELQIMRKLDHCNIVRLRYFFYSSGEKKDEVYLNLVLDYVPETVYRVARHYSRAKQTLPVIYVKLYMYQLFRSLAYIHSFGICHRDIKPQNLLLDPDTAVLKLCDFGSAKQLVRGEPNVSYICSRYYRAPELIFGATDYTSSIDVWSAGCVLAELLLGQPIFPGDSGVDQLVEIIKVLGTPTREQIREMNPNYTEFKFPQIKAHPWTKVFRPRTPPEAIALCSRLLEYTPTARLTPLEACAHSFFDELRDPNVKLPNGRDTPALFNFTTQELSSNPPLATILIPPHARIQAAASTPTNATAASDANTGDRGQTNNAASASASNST
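test system = GST-tagged human GSK3beta kinase, cell-free | reagent = 25 µM ATP with peptide substrate | dosing = one dose of 10 µM per compound | schedule = 60 min reaction, RT | detection = luminescent ADP-Glo measurement of ADP formed | control set = DMSO neutral wells and GW8510 at 20 µM as positive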
HSP90 refold inh = blocks HSP90-mediated luciferase refolding in reticulocyte lysate; Rabbit reticulocyte lysate, luciferase refolding luminescence, 3 h; inhibition, % at 5.6 µM; 290,000 compounds, 0.91% hits; AID 1789;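 active = inhibition above the screen-wide mean plus 3 SD, computed separately per campaign, cut at about 16% in these data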;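 also: 0% = DMSO wells and 100% = 60 µM geldanamycin wells; inhibitors lower the luminescence because luciferase stays unfolded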
IEC-6 cytotox = counter-screen for KLF5 inhibitors: cytotoxicity in IEC-6 cells; IEC-6 cytotoxicity, luminescence viability; inhibition, % at 5 µM; 290,000 compounds, 0.78% hits; in the data active = inhibition above about 22%;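 also: 0% = plate median of test compound wells and 100% = cytotoxic reference compound wells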
GSK3A inh = human GSK-3 alpha kinase inhibition; P49840; ADP-Glo luminescence, 60 min; inhibition, % at 10 µM; 320,000 compounds, 0.1% hits;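 in the data active = inhibition above about 50%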;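 also: GST-tagged GSK-3 alpha with peptide substrate and 25 µM ATP; 0% = DMSO neutral wells and 100% = GW8510 positive control wells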
Target sequence (P49840 whole entry, looked up): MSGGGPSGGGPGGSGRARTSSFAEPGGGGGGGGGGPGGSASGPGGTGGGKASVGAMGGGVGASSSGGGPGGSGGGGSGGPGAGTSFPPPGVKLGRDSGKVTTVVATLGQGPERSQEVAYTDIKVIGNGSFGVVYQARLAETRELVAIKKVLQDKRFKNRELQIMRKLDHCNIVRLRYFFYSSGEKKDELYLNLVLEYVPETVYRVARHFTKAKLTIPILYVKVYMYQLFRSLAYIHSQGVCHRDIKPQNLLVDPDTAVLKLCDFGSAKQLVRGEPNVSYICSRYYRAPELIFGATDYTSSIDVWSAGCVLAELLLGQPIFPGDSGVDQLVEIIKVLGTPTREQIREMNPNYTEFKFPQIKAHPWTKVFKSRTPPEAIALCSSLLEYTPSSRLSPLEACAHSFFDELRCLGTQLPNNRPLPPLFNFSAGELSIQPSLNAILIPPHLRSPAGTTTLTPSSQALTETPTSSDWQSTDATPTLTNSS
HSF1 activator = increases HSF-1 driven luciferase reporter signal; NIH3T3-HGL HSF-1 luciferase reporter, MG132, 8 h; 100% = twice DMSO control signal; activation, % at 9 µM; 300,000 compounds, 1.7% hits;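 active = mean replicate activation of at least 50% with a set share of replicates each reaching 50%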;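 also: 0% = median of the neutral control wells and 100% = twice that signal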
aSyn UTR inh = 5' untranslated region of α-synuclein, MLPCN primary screen | alpha-synuclein 5'UTR reporter, inhibitor activity | inhibition, % (tested at 7.5 µM) | 300,000 compounds, 0.82% hits | AID 1813; in the data active = inhibition above about 60%;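 also: H4 neuroglioblastoma cells stably carrying SNCA 5'UTR luciferase fusion; 0% = DMSO wells and 100% = positive control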
AI-2 QS mod = Vibrio harveyi AI-2 quorum sensing modulation. Vibrio harveyi JMH597 AI-2 luminescence/OD600 ratio, 9 h; hits give low values; strain lacks LuxN and CqsS sensors; 0 = neutral-control median. activity change, % at 7.5 µM. 300,000 compounds, 0.4% hits. AID 2094; in the data active = activity change below about -75%, passing the limit was not always enough;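 also: luminescence divided by OD600 gain over 9 h not by final OD600 alone; inactives centre near 13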
HIF activator = HIF pathway transcriptional activation | U2OS HRE-luciferase reporter, luminescence; normalized: DMSO 0%, desferrioxamine 100% | activation, % at 7.5 µM (by protocol) | 300,000 compounds, 0.32% hits | AID 1910;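 active = mean activation of at least 10% of the iron chelator positive control signal, with at least half of replicates also reaching 10%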
HSF1 inh = HSF1 inhibition. NIH3T3-HGL HSE-luciferase, MG132-induced, luminescence 8 h; hits give low values. activity change, negative = inhibition, % at 7.5 µM (by protocol). 300,000 compounds, 0.77% hits. AID 2098;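 active = more than half of replicate wells show activity change below -50%, luminescence cut by over half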;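 also: luciferase reports HSF-1 transcriptional activity via heat shock element; 0% = median of DMSO wells and -100% = zero luminescence signal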
The depositor's hits bear a star; · = no result given. Outcome played no part in choosing rows; overall some 4.7% were active at least once.

cpd	SMILES	KLF5 inhibitor	GSK3B inh	HSP90 refold inh	IEC-6 cytotox	GSK3A inh
1	Cn1c(CNC(=O)c2ccc3c(c2)OCO3)nnc1SCC(=O)Nc1ccccc1F	-23	-2	-4	-4	2
2	Cc1cc([N+](=O)[O-])nn1CC(=O)Nc1ccc(F)cc1	-29	5	-3	-1	-1
3	COc1ccc(CC(=O)Nc2nnc(C(C)C)s2)cc1OC	-12	-1	-3	-4	-1
4	N#Cc1ccccc1OCC(O)CS(=O)(=O)c1ccccc1 (stereo unspecified)	-22	1	0	-3	-1
5	Cc1ccc(NC(=O)Cc2ccc(-c3ccccc3)cc2)nc1	-38	3	0	0	-2
6	Cc1cc(C(=O)N/N=C2/CC(C)CC(C)(C)C2)c(C)o1 (stereo unspecified)	-8	2	-1	6	2
7	CCC(C)n1c(=N)c(C#N)cc2c(=O)n3ccccc3nc21 (stereo unspecified)	18	-2	5	15	2
8	COc1ccc(C2CC(c3cccs3)=Nc3ccccc3S2)cc1 (stereo unspecified)	-88	1	3	0	0

cpd	HSF1 activator	aSyn UTR inh	AI-2 QS mod	HIF activator	HSF1 inh
1	9	-27	13	0.4	-1
2	0	18	20	-0.5	-6
3	29	-31	27	0.2	14
4	12	5	22	0.1	-6
5	18	-15	14	-0.6	-5
6	19	0	27	0.6	12
7	2	8	13	0.0	-4
8	20	-163	16	3.1	14

The listing continues.
cpd	SMILES	KLF5 inhibitor	GSK3B inh	HSP90 refold inh	IEC-6 cytotox	GSK3A inh
9	COc1ccc(F)cc1S(=O)(=O)Nc1ccc2c(c1)OCO2	-59	-1	2	1	-4
10	Cc1ccc(C)c(NC(=O)COC(=O)CCCN=C2NS(=O)(=O)c3ccccc32)c1	-31	1	-1	1	1
11	O=C(CCn1c(=O)oc2ccccc21)n1c(=O)oc2ccccc21	-17	0	-1	-2	-4
12	Cc1cc(C)n(-c2ccc(NC(=O)C3CCCCN3C(=O)c3ccoc3)cc2)n1 (stereo unspecified)	-8	2	3	-2	1
13	O=C(CC1NCCN(Cc2ccccc2)C1=O)Nc1ccc(Cl)cc1 (stereo unspecified)	-5	1	1	6	-2
14	Cc1cccc(Nc2nc(N)nc(CN3CCN(c4ccccc4F)CC3)n2)c1	-1	-1	4	17	·
15	CCC1=C/C(=C\c2ccc3c(c2)OCO3)C(=O)S1	-33	·	4	-3	-1
16	COc1ccc(CN(C)CC2CCCN(CCc3ccc(F)cc3)C2)cc1OC (stereo unspecified)	-49	2	-5	2	-26

cpd	HSF1 activator	aSyn UTR inh	AI-2 QS mod	HIF activator	HSF1 inh
9	54*	1	1	-0.4	21
10	-13	10	17	0.5	0
11	-11	-10	11	0.5	-1
12	-3	-15	39	-0.3	0
13	5	-5	1	-0.9	-3
14	-13	33	5	-0.8	-1
15	·	·	·	·	·
16	-21	-9	6	-0.7	-4

(listing goes on)
cpd	SMILES	KLF5 inhibitor	GSK3B inh	HSP90 refold inh	IEC-6 cytotox	GSK3A inh
17	O=C1CC(C(=O)NC2CCCCC2)C2(CCCCC2)O1 (stereo unspecified)	-17	0	0	2	0
18	Cc1ccc(N(CC(=O)N/N=C/c2ccco2)S(=O)(=O)c2ccccc2)cc1	1	-3	2	3	-3
19	NC(=O)COc1cccc2cccnc12	-17	1	3	3	0
20	Cc1ccccc1-c1nc(CN2CCC(C(=O)N3CCC(C(N)=O)CC3)CC2)c(C)o1	-5	6	3	5	-2
21	O=C(Nc1cccs1)Nc1ccc(F)cc1F	-23	1	-6	-6	0
22	Cc1ccc(OC(C)C(=O)Nc2ccccc2C(=O)N2CCN(C)CC2)cc1 (stereo unspecified)	5	0	1	2	-1
23	CCn1cc(CN(C)S(=O)(=O)c2ccc3ccccc3c2)c(C)n1	-7	0	-5	7	0
24	COc1ccc(N2CCN(C(=O)CN(c3ccccc3)S(C)(=O)=O)CC2)cc1	-3	1	-1	0	-4

cpd	HSF1 activator	aSyn UTR inh	AI-2 QS mod	HIF activator	HSF1 inh
17	6	5	-7	0.1	7
18	-2	-5	1	0.2	0
19	-42	-8	15	-0.3	-28
20	-7	-6	16	-0.2	-4
21	98*	-119	18	1.2	47
22	-5	-6	18	0.2	-7
23	1	-2	37	-0.6	9
24	-5	0	26	0.0	1

More entries follow.
cpd	SMILES	KLF5 inhibitor	GSK3B inh	HSP90 refold inh	IEC-6 cytotox	GSK3A inh
25	O=C(NC1CCS(=O)(=O)C1)c1ccc(S(=O)(=O)N2CCCCC2)cc1 (stereo unspecified)	-10	-1	-1	0	-2
26	Cc1ccc(Sc2cc(C(F)(F)F)nc(N(C)C)n2)cc1	7	4	0	-2	-2
27	O=C(Nc1ccccc1C(=O)N1CCCC1)c1cccc(S(=O)(=O)N2CCCCC2)c1	-22	1	2	4	-3
28	COCCn1c(SCC(=O)Nc2cccc(F)c2)nc2c(c1=O)SCC2	-10	-1	2	-1	-3
29	CC1CCN(C(=O)/C(=C\c2ccco2)NC(=O)c2ccccc2)CC1	-1	2	-2	-3	-1
30	COc1ccc(CNC(=O)c2noc(C(C)C)c2[N+](=O)[O-])cc1	-18	3	-1	2	2
31	COc1ccc(OC)c(NC(=O)Cn2c(-c3ccc(Cl)cc3)noc2=O)c1	1	-4	2	3	·
32	COc1ccc(C(=O)Nc2c3c(nn2-c2cccc(Cl)c2)CS(=O)C3)cc1 (stereo unspecified)	-6	0	-2	4	-7

cpd	HSF1 activator	aSyn UTR inh	AI-2 QS mod	HIF activator	HSF1 inh
25	-9	-3	26	-1.4	-2
26	12	1	6	-0.1	0
27	2	9	9	-0.4	-3
28	18	4	15	0.1	2
29	-8	2	10	-0.5	3
30	-4	-7	-22	-0.3	3
31	-8	5	16	0.1	3
32	-14	-11	12	-0.6	2

(list continues)
cpd	SMILES	KLF5 inhibitor	GSK3B inh	HSP90 refold inh	IEC-6 cytotox	GSK3A inh
33	O=C(COC(=O)c1cncc(Br)c1)NCc1ccccc1	-22	-2	-3	-2	-1
34	COc1ccc(Oc2nc(-c3ccccn3)ncc2OC)cc1	-29	2	2	3	-6
35	Cc1nc(CCNC(=O)COc2ccccc2)cs1	-10	-2	-1	0	-3
36	Nc1nnnn1/N=C/c1cc(Cl)cc(Cl)c1OCc1ccc(Cl)cc1Cl	-17	-1	-3	-7	0
37	O=C(NCc1ccccc1)C(c1ccco1)N(C(=O)c1csnn1)C1CC1 (stereo unspecified)	-18	·	1	-13	-3
38	Cc1cccc(NC(=O)C2CCN(c3nccc(C)n3)CC2)c1	1	-4	1	6	3
39	Cc1ccc(C(=O)NCCN2CCOCC2)c(Cl)c1	-41	·	-4	-1	1
40	CC(=O)OC1CC(n2ccc(NC(=O)c3ccccc3)nc2=O)OC1CO (stereo unspecified)	-14	-2	-1	-1	1

cpd	HSF1 activator	aSyn UTR inh	AI-2 QS mod	HIF activator	HSF1 inh
33	53*	-24	3	-0.4	14
34	-4	2	38	-0.1	-3
35	-20	10	8	-0.4	-1
36	-5	-20	30	-0.4	1
37	10	-12	·	0.0	-8
38	10	-4	31	0.2	6
39	4	-37	·	-13	9
40	5	0	14	-0.3	1

Continuation.
cpd	SMILES	KLF5 inhibitor	GSK3B inh	HSP90 refold inh	IEC-6 cytotox	GSK3A inh
41	N#Cc1cc2c(nc1SCc1ccccc1)CCCCC2	-18	-1	-1	1	-1
42	Cc1ccnc(-n2sc3ccccc3c2=O)n1	-9	-1	-3	-2	2
43	CCCN(CCC)c1nc(Cl)nc(NCCN2CCOCC2)n1	-30	4	0	3	-1
44	CCCCCn1c(=O)c(Cc2ccccc2)c(O)c2ccccc21	-47	0	1	0	-2
45	Cc1n[nH]c(=S)n1-c1cccc(Cl)c1	-10	0	0	-4	3
46	O=C(Cn1c(NCCO)nc2ccccc21)c1ccc([N+](=O)[O-])cc1	-2	3	3	0	-3
47	Cc1cc(Cl)cc2sc(NC(=O)c3ccco3)nc12	-226	3	0	-8	-1
48	O=C(CSc1nnc(-c2cccs2)n1-c1ccccc1)NCc1ccco1	-29	2	2	-4	-4

cpd	HSF1 activator	aSyn UTR inh	AI-2 QS mod	HIF activator	HSF1 inh
41	-4	0	13	0.0	-7
42	1	-8	18	0.4	-9
43	7	1	37	-0.3	2
44	39	18	16	-0.3	12
45	-2	-5	14	-0.2	-4
46	18	14	17	-0.1	10
47	50	-123	14	3.1	20
48	2	6	26	-0.8	-6

The results go on:
cpd	SMILES	KLF5 inhibitor	GSK3B inh	HSP90 refold inh	IEC-6 cytotox	GSK3A inh
49	FC(F)(F)c1cc(-c2ccccc2)nc(NCc2cccs2)n1	-22	2	2	2	-1
50	CCOc1ccc(-n2c(SCC(N)=O)nnc2-c2cccnc2)cc1	-22	-1	3	-1	0
51	CN(C(=O)COC(=O)COc1ccccc1F)C1CCS(=O)(=O)C1 (stereo unspecified)	11	3	2	-1	-2
52	CCCCSc1cc(=O)n(-c2ccccc2)nc1C(=O)OCC	-13	1	-2	-3	-1
53	CC(=O)Nc1sc(-c2ccc(Cl)cc2)nc1-c1ccccc1	-27	-6	-8	4	-2
54	COc1ccc(/C=C\c2cc(OC)c(OC)cc2CC[N+](C)(C)C)cc1OC	-20	-3	1	5	-5
55	O=C(CN1CCN(c2ccccc2F)CC1)NCc1ccc(Cl)cc1	-28	3	-3	-4	-1
56	Cc1ccccc1C(=O)NC(=S)NCc1ccccc1	-11	-2	0	3	-2

cpd	HSF1 activator	aSyn UTR inh	AI-2 QS mod	HIF activator	HSF1 inh
49	-22	27	12	-0.6	-4
50	-1	-2	11	-0.2	-2
51	-2	-20	11	0.2	3
52	8	41	14	-0.4	-14
53	-5	-6	14	-2.2	-1
54	-3	18	11	1.6	-5
55	13	7	29	-40	5
56	-1	-10	12	0.3	-6

Eight structures from above, sorted by SMILES length, lowest first:
cpd	SMILES	KLF5 inhibitor	GSK3B inh	HSP90 refold inh	IEC-6 cytotox	GSK3A inh
19	NC(=O)COc1cccc2cccnc12	-17	1	3	3	0
42	Cc1ccnc(-n2sc3ccccc3c2=O)n1	-9	-1	-3	-2	2
39	Cc1ccc(C(=O)NCCN2CCOCC2)c(Cl)c1	-41	·	-4	-1	1
33	O=C(COC(=O)c1cncc(Br)c1)NCc1ccccc1	-22	-2	-3	-2	-1
3	COc1ccc(CC(=O)Nc2nnc(C(C)C)s2)cc1OC	-12	-1	-3	-4	-1
5	Cc1ccc(NC(=O)Cc2ccc(-c3ccccc3)cc2)nc1	-38	3	0	0	-2
31	COc1ccc(OC)c(NC(=O)Cn2c(-c3ccc(Cl)cc3)noc2=O)c1	1	-4	2	3	·
12	Cc1cc(C)n(-c2ccc(NC(=O)C3CCCCN3C(=O)c3ccoc3)cc2)n1 (stereo unspecified)	-8	2	3	-2	1

cpd	HSF1 activator	aSyn UTR inh	AI-2 QS mod	HIF activator	HSF1 inh
19	-42	-8	15	-0.3	-28
42	1	-8	18	0.4	-9
39	4	-37	·	-13	9
33	53*	-24	3	-0.4	14
3	29	-31	27	0.2	14
5	18	-15	14	-0.6	-5
31	-8	5	16	0.1	3
12	-3	-15	39	-0.3	0
